# From PubChem
# Kir21 block = inhibitors of mouse Kir2.1 inward-rectifier potassium channel | P35561 | HEK293-Kir2.1, FluxOR thallium flux fluorescence; hits give low values | B-score at 10 µM | 310,000 compounds, 0.85% hits;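 active = fluorescence ratio B-score at or below minus 3 SD of library scores, with starting-brightness B-score within 2 SD, cut at about -4.2 in these data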;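 also: channel flux triggered by added potassium and thallium sulfate stimulus; B-score of peak minus minimum fluorescence over baseline after thallium stimulus; more negative B-score means stronger Kir2.1 block with less thallium influx; some compounds called inactive have numbers as strong as hits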
# Target sequence (P35561 whole entry, looked up): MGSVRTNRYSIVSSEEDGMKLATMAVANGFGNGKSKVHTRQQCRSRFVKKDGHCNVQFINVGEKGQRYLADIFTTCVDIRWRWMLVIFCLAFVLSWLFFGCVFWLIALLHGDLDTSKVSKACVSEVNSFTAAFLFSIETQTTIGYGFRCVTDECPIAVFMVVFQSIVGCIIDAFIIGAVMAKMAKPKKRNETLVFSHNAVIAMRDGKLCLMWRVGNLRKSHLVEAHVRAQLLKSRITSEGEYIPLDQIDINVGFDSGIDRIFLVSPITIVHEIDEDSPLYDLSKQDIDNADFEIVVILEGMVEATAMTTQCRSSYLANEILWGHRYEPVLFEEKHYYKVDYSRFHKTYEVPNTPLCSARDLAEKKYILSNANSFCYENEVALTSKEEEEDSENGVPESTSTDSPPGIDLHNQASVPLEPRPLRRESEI
# KCNQ2 inh = KCNQ2 channel blockers in CHO-K1 cells – cell-based, FluxOR thallium flux, B-score, primary screen (AID 2156) | O88943 | 20 min; hits give low values | B-score at 10 µM | 310,000 compounds, 1.1% hits;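 active = fluorescence ratio B-score at most minus 3 library SDs, with starting brightness B-score within 2 library SDs, cut at about -5.5 in these data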
# Active calls of the source: *; i = inactive.
SMILES,Kir21 block,KCNQ2 inh
Cc1cc(OCC(O)CN2CCN(C)CC2)ccc1C(C)C (stereo unspecified),1.6,i
Cc1cccc(-c2n[nH]c(=S)n2/N=C/C=C/c2ccco2)c1,0.95,i
Cc1ccc(-c2[nH]ncc2/C=N/n2c(COc3ccccc3)nc3ccccc3c2=O)cc1,1.4,i
COc1ccccc1CNC(=O)C(=O)c1cn(CC(=O)N2CCOCC2)c2ccccc12,0.79,i
O=C(O)Cn1nc(-c2ccccc2)ccc1=O,0.15,i
Cc1cccc(C(=O)O/N=C(/c2ccccc2)c2ccncc2)c1,-0.17,i
Cc1ccc(OCCC(=O)OCC(=O)N2CCN(S(=O)(=O)c3ccc(Cl)cc3)CC2)cc1,0.89,i
O=C(Nc1cc(Cl)cc(Cl)c1)C(NCC1CCCO1)c1ccccc1 (stereo unspecified),-0.5,-7.8*
COC(=O)C1C(=O)NC(SC)=C(C#N)C1c1ccccc1F (stereo unspecified),-2.1,i
O=C(Cn1nc(C(F)(F)F)c2c1CCCC2)NCCN1CCOCC1,0.34,i
CCN(C(=O)c1cc2c(=O)n3cccc(C)c3nc2s1)C1CCCCC1,-0.64,i
Cc1cccn2c(CNCCSc3nccn3C)c(C(=O)N3CCCCC3)nc12,0.15,i
O=C(Nc1cccnc1)c1ccc(N2CCOCC2)c([N+](=O)[O-])c1,-0.48,i
COc1ccnc(N=CNOCc2ccc(C)cc2)c1C#N,-1.4,i
COc1ccccc1Nc1nc(C)cc(=O)[nH]1,0.18,i
CCN(CC)C(=O)N1CCN(C(=O)c2ccc(C)cn2)CC1,0.38,i
Cn1c(CCNC(=O)c2ccco2)nc2cc(NC(=O)c3ccccc3)ccc21,-0.2,i
COc1ccc(NC(=O)CSc2nnc(-c3ccncc3)n2C)cc1,-0.49,i
COc1cccc(C(C(=O)NC(C)(C)C)N(Cc2ccco2)C(=O)CCC(=O)Nc2cc(C)on2)c1OC (stereo unspecified),-0.08,i
Cc1nnc2sc(-c3ccc(NC(=O)c4ccc(-c5ccc(Cl)cc5Cl)o4)cc3)nn12,0.29,i
CNc1nc2ccccc2n(C)c1=O,-0.8,i
CNC(=O)N(C1=NCC(C)S1)c1ccc(F)cc1F (stereo unspecified),1.2,i
CCN(CC)S(=O)(=O)c1ccc(NC(=O)Cn2c(=O)sc3ccccc32)cc1,-0.66,i
Cc1ccc(C(=O)n2nc(-c3cccnc3)nc2N)cc1,-0.05,i
O=C(NCc1cccs1)c1ccc(Br)o1,2.5,i
Cc1cc(C)n(C(=O)CNC(=O)c2ccc(C(C)(C)C)cc2)n1,0.27,i
CN1CCN(Cc2cccc(Oc3ccc(Cl)cc3)c2)CC1,-0.35,i
COc1ccc(CC(=O)NNS(=O)(=O)c2ccccc2)cc1OC,0.79,i
CCC(=O)Nc1ccc(Cl)c(NC(=O)c2ccc([N+](=O)[O-])cc2)c1,1.3,i
O=C(CCC1CCCC1)Nc1cccc(Cc2ccncc2)c1,0.62,i

# Whole records, quoted from the list. Order of screens: Kir21 block, KCNQ2 inh
# COc1ccc(CC(=O)NNS(=O)(=O)c2ccccc2)cc1OC is listed as 0.79, i
# CCN(CC)S(=O)(=O)c1ccc(NC(=O)Cn2c(=O)sc3ccccc32)cc1 is listed as -0.66, i
# CNc1nc2ccccc2n(C)c1=O is listed as -0.8, i
# O=C(CCC1CCCC1)Nc1cccc(Cc2ccncc2)c1 is listed as 0.62, i
# CNC(=O)N(C1=NCC(C)S1)c1ccc(F)cc1F (stereo unspecified) is listed as 1.2, i

# Other entries follow.
SMILES,Kir21 block,KCNQ2 inh
COc1ccccc1C(=O)CSc1n[nH]c(N)n1,-0.68,i
Cn1c(N)c(C(=O)COC(=O)c2ccc(S(=O)(=O)N3CCCCC3)cc2)c(=O)n(C)c1=O,1.9,i
Cn1c(=O)c2[nH]c(CN3CCN(Cc4ccccc4)CC3)nc2n(C)c1=O,-1.8,i
Cc1ccc(N(CC(=O)N(C)Cc2ccccc2)S(C)(=O)=O)cc1C,2.5,i
COC(=O)CCS(=O)(=O)c1nc(-c2ccccc2)cc(C(F)(F)F)n1,-4.6*,i
CCc1nnnn1-c1ccc([N+](=O)[O-])cc1C,0.86,i
CC(=O)Oc1c(I)cc(I)cc1C(=O)Nc1ccc(Cl)cc1,0.83,i
CCOC(=O)c1cnc2c(C)cc(C)cc2c1Nc1ccc(S(=O)(=O)Nc2ncccn2)cc1,0.02,i
Cc1cc(Br)ccc1SCC(=O)NCC(c1ccco1)N1CCCCC1 (stereo unspecified),-4.1,i
COc1cc(/C=N/n2c(C)n[nH]c2=S)ccc1OCc1ccc(F)cc1,0.55,i

# Structures from the list above with a tert-butyl group, in the order listed:
SMILES,Kir21 block,KCNQ2 inh
COc1cccc(C(C(=O)NC(C)(C)C)N(Cc2ccco2)C(=O)CCC(=O)Nc2cc(C)on2)c1OC (stereo unspecified),-0.08,i
Cc1cc(C)n(C(=O)CNC(=O)c2ccc(C(C)(C)C)cc2)n1,0.27,i

# Remaining list, next part.
SMILES,Kir21 block,KCNQ2 inh
Cc1cc(C)c(S(=O)(=O)N2CCCOC2CNC(=O)C(=O)NCc2ccncc2)c(C)c1 (stereo unspecified),-2.4,i
COc1ccc(NC(=O)Cn2c(=O)n(-c3ccc(CC(=O)NCc4ccco4)cc3)c(=O)c3ccccc32)cc1,1.1,i
COc1ccc(N2CCN(C(=O)c3cccc(Br)c3)CC2)c([N+](=O)[O-])c1,-0.49,i
COc1ccc(CN2CC(C(=O)NCc3ccccn3)CC2=O)cc1 (stereo unspecified),1.5,i
CCOC(=O)/C(=N/Nc1ccc(Cl)cc1)S(=O)(=O)c1ccc(Cl)cc1,0.74,i
COc1ccc2oc(C(=O)OC(C)C(=O)NC3(C#N)CCCCC3)c(C)c2c1 (stereo unspecified),0.1,i
CS(=O)(=O)Nc1ccc(C(=O)Nc2ccccc2Sc2ccccc2)cc1,1.2,i
Cc1ccc2c(c1)C(c1ccc(N3CCOCC3)cc1)=NNC(c1cccs1)=N2,1.2,i
COc1ccccc1Nc1nnc(SCC(=O)N2CCCC2)s1,0.57,i
CCOc1cccc(NC(=O)C2CC(=O)N(C)C(=Nc3ccccc3)S2)c1 (stereo unspecified),-1.1,i
O=P(Cc1nnco1)(c1ccccc1)c1ccccc1,-0.99,i
CC1(C)C(=O)Nc2ccccc2N1C(=O)COC(=O)c1ccc(Cl)c(S(=O)(=O)NCc2ccccc2)c1,-1.5,i
COC(=O)/C=C1\S/C(=N/NC(=O)c2ccccc2)NC1=O,-0.1,i
CCCCCC(=O)N/N=C/c1ccc([N+](=O)[O-])o1,0.19,i
CCOC(=O)c1c(-c2ccc(C)o2)csc1NC(=O)CSc1nnc(C)s1,0.7,i
CC1(C)CC(=O)c2sc(NS(C)(=O)=O)nc2C1,0.49,i
COc1ccccc1CN1CCN(S(=O)(=O)c2ccccc2)CC1,-0.36,i
O=C(Nc1ccnn1C1CCN(C/C=C/c2ccccc2)CC1)C1CCCC1,-0.82,i
COc1ccc(-c2[nH]ncc2CN(C)C(C)c2ccon2)c(OC)c1 (stereo unspecified),-0.18,i
CC1(C)CC(NC(=S)Nc2ccc(S(N)(=O)=O)cc2)CC(C)(C)N1,-1.6,i
CCOC(=O)c1cnc2ccc(C(=O)OC)cc2c1NCCN1CCOCC1,0.9,i
Cc1oc(-c2cccs2)[n+]([O-])c1C,1.2,i
Cc1nn(-c2ccccc2)c(C)c1C(=O)NCc1ccc(S(N)(=O)=O)cc1,-0.03,i
C/C(=N\N=c1/scc(C)n1Cc1ccco1)c1cccc([N+](=O)[O-])c1,-0.57,i
O=C(/C=C/c1ccccc1)N/C(=C\c1ccco1)C(=O)NCCO,0.41,i
CNC(=S)Nc1ccc(Nc2ccccc2)cc1,0.87,i
CC1(C)CC(=O)C=C(Nc2ccccc2)C1,-0.09,i
O=C1CC2CS(=O)(=O)CC2N1C1CCCCC1 (stereo unspecified),0.67,i
Cc1ccccc1OCC(=O)Nc1cccc2nsnc12,0.09,i
Cc1c2c(c(C)n1C)C(C(=O)NC1CCCCC1)N(Cc1ccccc1)C2=O (stereo unspecified),-0.02,i
O=C(c1ccco1)N1CCN(C(=O)c2cc(-c3ccncc3)nc3ccc(Br)cc23)CC1,0.98,i
COc1ccc(CN2C(=O)CN(C3CCCCCC3)C(=O)C2c2ccc(OC)c(OC)c2)cc1 (stereo unspecified),0.49,i
Cc1ccc(NC(=O)Cn2c(/C=C/c3ccccc3)nc3ccccc32)cc1C,0.15,i
CCc1cccc(C)c1NC(=O)C(c1ccccc1)N1CCC1=O (stereo unspecified),0.55,i
Cc1nc([N+](=O)[O-])cn1CC(=O)c1ccc(Br)cc1,-0.95,i
CN(c1ccccc1C(=O)N1CCN(c2ccccc2F)CC1)S(=O)(=O)c1ccccc1,-1.8,i
COc1ccc(Cl)cc1C(=O)C1CCCN(Cc2cnc(N3CCOCC3)s2)C1 (stereo unspecified),-0.93,i
COc1ccc(C(=O)c2nc3c(n2O)CCCC3)cc1OC,-0.27,i
Cc1cccc(NC(=O)N2CCCCCC2)c1,0.01,i
O=C(CCC1CCCN(c2ncccn2)C1)NCc1ccc(F)c(F)c1 (stereo unspecified),-1.8,i
O=c1c(C=Nc2ccc(Oc3ccccc3)cc2)c[nH]n1-c1cccc(Cl)n1,0.87,i
CCOc1ccc2[nH]c(=O)c(CN(CC3COCCO3)C(=O)C3CC3)cc2c1 (stereo unspecified),1.5,i
Cc1cc(C)c(C(=O)COC(=O)c2cc([N+](=O)[O-])ccc2NCCO)cc1C,1.4,i
Cc1ccc(S(=O)(=O)Nc2c(O)c3ccccc3oc2=O)cc1,-0.02,i
C=CCOC(=O)C1=C(C)NC(SCC(=O)OCC)=C(C#N)C1c1ccc(C)cc1 (stereo unspecified),-0.59,-6.4*
Cc1cc(SCCOc2ccc(Br)cc2)nc(N)n1,-0.29,i
COCCNc1ccc(S(=O)(=O)N2CCCC2)cc1[N+](=O)[O-],-0.13,i
CCN(C(=O)Cn1cnc2c(nc3n2CCCCC3)c1=O)c1cccc(Cl)c1,1.1,i
CCOc1cc2c3c(c1)C1(OCCO1)C(=O)N3C(C)(C)CC2C (stereo unspecified),-0.44,i
O=C(CCC(=O)NNC(=S)Nc1ccccc1)NCc1ccccc1,-0.03,i

# The listing continues.
SMILES,Kir21 block,KCNQ2 inh
Cc1cc(Cl)ccc1OCCNC(=S)NC(=O)c1cccnc1,0.06,i
CCCCOc1ccc(-c2nnc(N)s2)cc1,0.18,i
CC(C)(C)C(=O)NC(=S)NNC(=O)c1ccc(Cl)cc1Cl,0.02,i
CC1(C)Cc2cccc(OCC(=O)N3CCN(c4ccccc4F)CC3)c2O1,-0.62,i
Cc1cc(C)n(-c2nc(NCC(C)O)c3c4c(sc3n2)COC(C)(C)C4)n1 (stereo unspecified),-2.2,i
O=C(NC1CC1)C1=C[C@@H](C2CCCCC2)C[C@@H](OCc2ccc(CO)cc2)O1,-2.2,i
Cc1cccc2cc(CN(CCCN(C)C)C(=S)NCCc3ccccc3)c(=O)[nH]c12,1.2,i
CCN(CC)c1nc2ccccc2[nH]c1=O,-0.24,i
CN(c1ccc([N+](=O)[O-])cc1C(=O)Nc1ccccc1)C1CCCCC1,-1.1,i
O=C(c1ccco1)N1CCN(c2nnc(-c3ccccc3)c3ccccc23)CC1,0.01,i

# Compounds listed so far that contain a CF3 group (2):
SMILES,Kir21 block,KCNQ2 inh
O=C(Cn1nc(C(F)(F)F)c2c1CCCC2)NCCN1CCOCC1,0.34,i
COC(=O)CCS(=O)(=O)c1nc(-c2ccccc2)cc(C(F)(F)F)n1,-4.6*,i

# New compounds follow:
SMILES,Kir21 block,KCNQ2 inh
COc1cccc(C(C(=O)NC2CCCC2)N(C(=O)c2ccco2)C2CC2)c1OC (stereo unspecified),-0.1,i
Cc1nc(CCNS(=O)(=O)c2cccnc2)cs1,0.14,i
COc1ccccc1Nc1ccc(C(=O)NCc2cccs2)cn1,-0.01,i
COCc1ccc(CN2CCC(CO)(CC3CCCCO3)CC2)o1 (stereo unspecified),0.54,i
OCc1ccccc1OCCCN1CCC(Cc2ccccc2)CC1,0.79,i
COc1cc(C2CC(=O)N3CN(Cc4ccco4)CSC3=C2C#N)ccc1OCc1ccccc1 (stereo unspecified),0.68,i
O=C(CN1C(=O)c2ccccc2C1=O)Nc1cccc(S(=O)(=O)Nc2ccccc2Cl)c1,2.4,i
FC(F)(F)c1ccc(Sc2n[nH]c(C(F)(F)F)n2)nc1,0.8,i
COC(=O)COc1cccc(NC(=O)COc2ccccc2)c1,-0.33,i
Cc1ccc(C2SCC(=O)N2c2ccccc2)cc1 (stereo unspecified),-0.43,i
CCCCCCOC(=O)C1=C(C)NC(=O)NC1c1ccc2c(c1)OCO2 (stereo unspecified),-0.11,i
Cc1cc(C(=O)COC(=O)c2ccccc2O)c(C)n1Cc1cccs1,-0.61,i
COc1ccc(C2CC(c3ccc(F)cc3)Nc3nc(N)nn32)cc1OC (stereo unspecified),0.03,i
O=C1CC(=C(c2ccccc2)c2ccccc2)C(=O)N1CCN1CCN(c2cccc(Cl)c2)CC1,-0.87,-5.6*
CSc1ccccc1NC(=O)Cn1nc([N+](=O)[O-])c(Cl)c1C,-2.6,i
Cc1ccc(C(=O)NCc2ccc(N3CCN(C(=O)OC(C)(C)C)CC3)cc2)cc1,-0.82,i
Cc1cc(C)cc(OCC(=O)N2Cc3ccccc3CC2C(=O)O)c1 (stereo unspecified),-0.72,i
Cc1cc(C(=O)CSc2nn3c(=O)c(C(C)(C)C)nnc3s2)c(C)n1C1CC1,0.02,i
O=C(O)C1Cc2ccccc2CN1S(=O)(=O)c1ccc(Cl)cc1 (stereo unspecified),0.59,i
CC/C(C)=C1\SC(N2CCOCC2)=NC1=O,1.5,i
CC(Cc1cccs1)NC(=S)Nc1ccc(Cl)cc1 (stereo unspecified),-4.2*,i
O=C(NCC(c1cccs1)N1CCOCC1)c1cccc([N+](=O)[O-])c1 (stereo unspecified),0.22,i
